Assay outcomes: PubChem, NCI
All columns: NCI-60 one-dose screen, growth in % after 48 h at 10 µM unless noted; 100 = growth as untreated, 0 = no growth, -100 = all killed.
RXF 393 – RXF 393 renal cancer cells; 77,000 compounds, 6.9% hits
SN12C – SN12C renal cancer cells | 81,000 compounds, 3.8% hits | AID 1794767
A498 – A498 renal cancer cells | 76,000 compounds, 5.4% hits
TK-10 – TK-10 renal cancer cells; 81,000 compounds, 3.9% hits; AID 1794769
UO-31 – UO-31 renal cancer | 81,000 compounds, 5.2% hits
ACHN – ACHN renal cancer; 81,000 compounds, 4.9% hits; AID 1794771
CAKI-1 – CAKI-1 renal cancer; 75,000 compounds, 4.7% hits; AID 1794772
786-0 – 786-0 renal cancer cells. 81,000 compounds, 5.1% hits. AID 1794775
An asterisk follows results filed as active; . = no result given; & = joins results of further samples; [ ] = another dose, or the depositor's remark. The calls were made as follows: active = growth percent below 10; inactive = the rest.

SMILES	RXF 393	SN12C	A498	TK-10	UO-31	ACHN	CAKI-1	786-0
CCCCCC1C(C(=O)OCC)C(=O)NC1(C(=O)OCC)C(=O)OCC (configuration not stated)	110	105	114	116	87	105	86	103
COc1ccc(/C=C/C(=O)c2ccc(S(=O)(=O)NCCNc3nc(N(C)C)nc(N4CCOCC4)n3)cc2)cc1	92	92	89	114	75	104	73	80
O=C(O)C(Cc1cccs1)c1cccs1 (configuration not stated)	125	101	104	103	79	103	100	103
c1ccc(Cn2cc3c(c2-c2ccccc2)CCc2cnc(Nc4ccccc4)nc2-3)cc1	80	79	72	90	90	80	80	81
COc1ccc(C(=O)/C=C/c2c(Cl)nc3c(c(C)nn3-c3ccccc3)c2-c2ccccc2)cc1	104	102	110	109	79	105	122	102
CC(=O)/C=N/Nc1ccccc1	117	101	97	109	93	105	118	117
CCN1CCN(c2nc(C)cc(N(CCCNc3ccnc4cc(Cl)ccc34)Cc3ccco3)n2)CC1	48	51	78	108	33	30	.	65
COc1ccc(/C=C/C(=O)N2C(=O)c3ccccc3S2(=O)=O)cc1OC	.	99	104	115	88	104	100	85
Brc1sc2ccccc2c1Br	114	102	98	106	94	107	103	102
c1ccc(-c2nc(Nc3ccc(-c4nc5ccccc5[nH]4)cc3)nc(N3CCOCC3)n2)cc1	-75*	-63*	-83*	-58*	-61*	-59*	-89*	-89*
O=C1C2CCCN2C(=O)c2ccccc2N1Cc1cn(-c2ccc(F)cc2F)nn1 (configuration not stated)	132	100	115	112	83	103	92	107
COc1cc2ncnc(Oc3ccc(NC(=O)Nc4ccc(CN5CCOCC5)c(C(F)(F)F)c4)c4ccccc34)c2cc1OC	21	8.9*	-11*	13	-12*	-3.3*	.	37
CCCCCCCNc1nc(C=O)ncc1-c1ccc(C(F)(F)F)cc1	97	101	86	97	63	104	98	97
CCN(CC)CCNC1CC(C)CC(C)(C)C1 (configuration not stated)	96	101	70	97	86	95	92	101
Cc1c(C(=O)CN2C3CCC2CC3)c2ccc(CCS(C)(=O)=O)cc2n1-c1ccc(Cl)cc1	101	95	56	100	79	.	.	91
CC1(C)O[C@@H]2C(O)[C@@H]3OC(C)(C)O[C@H]3C(O)[C@@H]2O1 (some centres not stated)	121	103	85	97	91	106	98	104
N#Cc1c(N)nc(-c2cc(F)cc(C(F)(F)F)c2)nc1-c1ccccc1F	37	25	5.6*	38	33	2.0*	78	1.3*
C=C1CC[C@@H](C(=O)OC)Cc2nc(C)ccc21	118	96	106	101	94	103	91	101
C=C(C)[C@@H]1CC[C@]2(CO)CC[C@]3(C)[C@H](CC[C@@H]4[C@@]5(C)CCC(NCCc6ccc(O)cc6)C(C)(C)[C@@H]5CC[C@]43C)[C@@H]12 (some centres not stated)	-91*	-89*	7.0*	-94*	-97*	-100*	-59*	-93*
CCn1c(N)c2nnn(-c3ccc(S(N)(=O)=O)cc3)c2nc1=S	104	99	94	114	93	110	.	107
Cc1ccc(Nc2oc(-c3ccccc3)nc2[P+](c2ccccc2)(c2ccccc2)c2ccccc2)cc1	-69*	7.6*	-52*	-32*	-73*	2.5*	-30*	-78*
COc1ccc(-n2c(C(O)c3ccccc3)n[nH]c2=S)cc1 (configuration not stated)	.	88	103	101	80	96	.	99
CCCCNC(=O)c1[nH]cc(-c2ccccc2)c1-c1ccccc1OC	94	93	81	121	92	108	82	97
CCS(=O)(=O)Nc1ccc(C(=O)CC2(O)C(=O)Nc3ccc(F)cc32)cc1 (configuration not stated)	115	96	102	146	67	92	81	103
CCCCCCCCCC(=S)N1CCN(c2ccccc2)CC1	104	92	90	114	78	99	87	105
COc1ccc(C2CC(c3ccc(Nc4nc(NCCO)nc(NCCO)n4)cc3)=NN2C(C)=O)cc1 (configuration not stated)	96	102	104	86	92	101	.	100
CN1CCN(Cc2ccc(NC(=O)c3cncc(C#Cc4[nH]nc5ncncc45)c3)cc2C(F)(F)F)CC1	43	48	.	95	83	59	59	86
CCN(CC)c1ccc(/C=N/Nc2nc(-c3ccc(C)cc3)cs2)c(O)c1	87	100	105	87	83	96	78	96
S=c1cc(S)c2ccccc2[nH]1	101&117	100&94	80	103&120	83&77	101&89	95&89	97&91
Cc1ccc(-n2c(SCCc3c[nH]c4ccccc34)nnc2-c2ccncc2)cc1	89	102	85	120	47	93	89	104
Cc1ccc(O)c(N2C(=NCCc3ccc(S(N)(=O)=O)cc3)NS(=O)(=O)c3cnccc32)c1	79	103	98	96	56	107	85	102
COc1ccc(Cn2cc3c(c2-c2ccc(OC)cc2)CCc2cnoc2-3)cc1	-1.8*	26	3.8*	69	26	31	15	30
Nc1nc(-c2ccccc2)c(-c2ccccc2)s1	109	.	98	90	82	96	94	90
O=C1CCc2c(sc3[nH]c(=S)n(Cc4ccccc4)c(=O)c23)C1	21	7.1*	58	30	-4.7*	22	24	31
O=C1NC(=O)c2cc(C(F)(F)F)ccc21	115	110	112	106	85	104	115	104
O=C1C(Cl)=C(Cl)C(=O)c2c1nc1n2CCCC1	99	97	76	60	89	-8.5*	100	95
C=CCn1c(SCC(=O)Nc2ccc(C(=O)/C=C/c3ccc(Cl)cc3)cc2)nnc1-c1ccc(Cl)cc1	100	79	84	91	62	101	.	94
O=C(CCc1ccccc1)c1ccccc1OCC(O)CN1CCCCC1 (configuration not stated)	95	94	93	100	83	92	101	98
COc1cc(CN(c2ccccc2)C2OC(=O)c3ccccc32)cc(OC)c1OC (configuration not stated)	110	96	88	.	93	100	101	93
Cc1ccc2[nH]c(O)c(N=Nc3nc(Nc4ccccc4)nc(Nc4ccc(S(N)(=O)=O)cc4)n3)c2c1	72	66	72	99	90	105	67	77
O=C1/C(=C/C2=Cc3ccccc3OC2)SC(=S)N1c1cccc(O)c1	91	92	59	83	63	89	72	86
Cc1c(C(N)=O)sc2ncn(CC(=O)Nc3ccc(Cl)cc3)c(=O)c12	105	112	126	128	160	108	41	104
CN1C(=O)CSC1=S	120	101	84	129	94	104	91	109
O=C(c1ccccc1)C(NCCc1ccccc1)c1ccccc1 (configuration not stated)	106	108	100	128	89	96	75	105
NS(=O)(=O)Oc1ccc(NC(=O)C23CC4CC(CC(C4)C2)C3)cc1Cl	111	91	.	100	63	96	89	98
CC(C)CCC[C@@H](C)[C@H]1CC[C@H]2[C@@H]3CC=C4C[C@@H](C(C(=O)O)C(=O)O)CC[C@]4(C)[C@H]3CC[C@]12C	-50*	-12*	-84*	-52*	-53*	-18*	-51*	-59*
COc1cc2oc(-c3cccc(NC(=O)c4cc(N)ccc4Cl)c3)cc(=O)c2c(OC)c1OC	.	100	83	98	81	95	88	85
COc1ccc2c(c1)c(-c1nc(-c3c[nH]c4ncccc34)cs1)cn2CCCN1CCOCC1	-9.7*	53	28	51	12	15	29	-24*
O=c1[nH]nc(-c2n[nH]c(=O)o2)o1	114	97	101	88	77	108	96	96
CCN(CC)CCC(=O)Nc1ccc(Cn2nnc3c2C(=O)c2nnn(Cc4ccc(NC(=O)CCN(CC)CC)cc4)c2C3=O)cc1	20	-50*	15	122	100	88	86	89
COC(=O)C1C2CC(C(Br)C2Br)C1C(=O)O (configuration not stated)	102&124	98&97	118&113	99&113	87&77	109&98	100&115	110&108
COc1cc(OC)c(S(=O)(=O)NNC(=O)c2ccncc2)cc1C(=O)/C=C/c1ccc2c(c1)OCO2	100	99	.	174	89	102	93	86
C[Si](F)(c1cccc2ccccc12)c1cccc2ccccc12	112	90	85	93	51	87	62	93
CCCCOC(=O)CCSC1=C(C)C(=O)c2ccccc2C1=O	101	88	100	134	63	95	78	101
C#CCSc1n[nH]c(=O)n1C1CCCCC1	.	102	97	101	93	110	103	97
O=C1/C(=C/c2cccc(OCc3ccc(Cl)cc3Cl)c2)N=C2OCCCN12	92	90	87	87	93	98	.	92
C=CCNC(=O)Cc1c(-c2ccccc2)oc2cc(OC)c(OC)c(OC)c12	125	104	87	103	78	107	97	102
CCNc1nncs1	117	108	117	104	84	107	101	102
COc1cc(C2C3=C(COC3=O)N(CCO)c3cc4c(cc32)OCO4)cc(OC)c1O (configuration not stated)	13	53	-2.6*	62	58	38	60	20
COc1cc(/C=C/C(=O)C(C)(C)C)cc(OC)c1OC	103	105	110	115	89	94	98	112

Another view of some results above.
Every second line gives: RXF 393 | SN12C | A498 | TK-10 | UO-31 | ACHN | CAKI-1 | 786-0
> CCCCOC(=O)CCSC1=C(C)C(=O)c2ccccc2C1=O
  101 | 88 | 100 | 134 | 63 | 95 | 78 | 101
> C#CCSc1n[nH]c(=O)n1C1CCCCC1
  . | 102 | 97 | 101 | 93 | 110 | 103 | 97

Quoted from the listing.
O=C1/C(=C/c2cccc(OCc3ccc(Cl)cc3Cl)c2)N=C2OCCCN12 @ TK-10: 87
CC(C)CCC[C@@H](C)[C@H]1CC[C@H]2[C@@H]3CC=C4C[C@@H](C(C(=O)O)C(=O)O)CC[C@]4(C)[C@H]3CC[C@]12C @ SN12C: -12*
COc1cc(/C=C/C(=O)C(C)(C)C)cc(OC)c1OC @ UO-31: 89
O=c1[nH]nc(-c2n[nH]c(=O)o2)o1 @ UO-31: 77
COc1ccc2c(c1)c(-c1nc(-c3c[nH]c4ncccc34)cs1)cn2CCCN1CCOCC1 @ UO-31: 12
C#CCSc1n[nH]c(=O)n1C1CCCCC1 @ A498: 97
CCN(CC)CCC(=O)Nc1ccc(Cn2nnc3c2C(=O)c2nnn(Cc4ccc(NC(=O)CCN(CC)CC)cc4)c2C3=O)cc1 @ UO-31: 100

Complete entries as entered above:
COC(=O)C1C2CC(C(Br)C2Br)C1C(=O)O (configuration not stated) is entered as RXF 393 = 102&124; SN12C = 98&97; A498 = 118&113; TK-10 = 99&113; UO-31 = 87&77; ACHN = 109&98; CAKI-1 = 100&115; 786-0 = 110&108
COc1cc(OC)c(S(=O)(=O)NNC(=O)c2ccncc2)cc1C(=O)/C=C/c1ccc2c(c1)OCO2 is entered as RXF 393 = 100; SN12C = 99; A498 = .; TK-10 = 174; UO-31 = 89; ACHN = 102; CAKI-1 = 93; 786-0 = 86

(further entries)
SMILES	RXF 393	SN12C	A498	TK-10	UO-31	ACHN	CAKI-1	786-0
COc1ccc(C(=O)N/N=C/c2cc(OC)ccc2OC)cc1	108	103	129	125	80	103	95	112
CC(=O)c1cc2c(N)c(C(=O)Nc3ccccc3)sc2nc1C	85	91	22	76	91	92	.	77
C#CCOc1cc(C)c(C)cc1C(=O)c1cc(-c2ccc(OC)cc2)c(=O)n(CC#C)c1	84	93	.	85	63	99	58	73
CCOC(=O)CSC1=C(C)C(=O)C(OC)=C(OC)C1=O	.	97	90	106	93	107	.	99
CC/C(=C(/c1ccc(Cl)cc1)c1ccc(OCCN2CCOCC2)cc1)c1ccccc1	107	96	100	108	86	98	69	103
O=c1[nH]c(C(F)(F)F)nc2c1nc1n2CCC1	113	95	107	109	97	102	97	123
Nc1c(C2CCCCC2)c(=O)on1C(=O)c1ccccc1	124	104	115	111	100	102	108	116
CC(=O)O/N=C(/C)c1ccccc1	100	114	96	118	82	114	101	98
O=C1C2CC(O)Cc3cc(Br)ccc3N2C(=O)CN1CCO (configuration not stated)	102	98	93	89	92	99	98	98
Fc1cc(C(F)(F)F)ccc1-c1cnc(Cl)nc1NC1CCCCCC1	95	98	82	115	67	94	84	90
CCn1c2ccccc2c2cc(N)ccc21	101	93	100	120	77	89	82	101
COc1cc(CC2Sc3nc4ccccc4n3C2=O)cc(I)c1O (configuration not stated)	116	101	70	116	71	107	80	97
O=C(Nc1ccccc1)Sc1c(Cl)c(Cl)c(Cl)c(Cl)c1Cl	106	.	99	95	84	99	93	98
C(=C\c1cccnc1)/c1ccncc1	111	95	90	97	94	93	91	93
O=CC(c1ccccc1)c1ccccc1	37	101	81	97	94	106	149	95
CCC/C=C(/C=N\NC(N)=S)CC	63	93	100	96	58	97	109	79
CC(C)C[C@H]1[C@H](O)[C@H](O)[C@H](CC(C)C)N(Cc2ccccc2)S(=O)(=O)N1Cc1ccccc1	77[2 µM]	84[2 µM]	80[2 µM]	114[2 µM]	64[2 µM]	94[2 µM]	66[2 µM]	71[2 µM]
